Compound activity from PubChem.
Luciferase inh: firefly luciferase inhibition | Potency, µM (highest dose often 57.1 µM), inactives show at the highest dose activity change, negative = inhibition, usual class: inhibitors | AID 411 | purified firefly luciferase, luminescence, 8 min | 2.2% of 72,000 active; also: potency is read from the fitted curve at half-maximal effect; % is scaled to controls: 0 for no effect and ±100 for the full control effect; nearly all actives have a fitted effect of over 40% in size
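Firefly luciferase (PKLight detection mix) with 10 uM ATP in pH 7.2 imidazole buffer (KCl, MgCl2, Tween 20, BSA). Compounds tested across a concentration series (qHTS). Luminescence read after 8 min at ambient temperature.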
Fluorescein fluor: fluorescein region autofluorescence; AID 593; 0.91% of 59,000 active; max fluorescein-equivalent concentration, M; Compound autofluorescence, 480/540 nm, fluorescein-equivalent; active compounds read high; in the data active = max fluorescein-equivalent concentration above about 10 nM; inconclusive = between about 1.1 nM and that limit
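Fluorescein stocks ranging 3 mM down to 300 nM, plus DMSO blanks, were pinned alongside compounds to build a per-plate standard curve. Buffer: 100 mM Tris, pH 8.0. Incubation 15 min, room temperature; filters 480/540 nm.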
Casp7 inh: allosteric or competitive inhibitors of human caspase-7. P55210. recombinant caspase-7, Ac-DEVD-AFC fluorescence rate. Potency, µM (doses to about 57.5 µM), without a hit: at the highest dose activity change, negative = inhibition, hits mostly inhibitors. 0.02% of 75,000 active; active = well fitted inhibition curve with a large enough effect in the main read-out, with a control signal flat, not every such curve was filed as active; inconclusive = small, poorly fitted or top-dose-only effect, or a change in a side signal; also: potency is read from the fitted curve at half-maximal effect; % of control where 0% means no effect
Texas Red fluor: compounds fluorescent in Texas Red spectral region; max dye-equivalent concentration, M; AID 587; Compound fluorescence, Texas Red channel, 547/618 nm; active compounds read high; 0.06% of 59,000 active; in the data active = max dye-equivalent concentration above about 10 nM; inconclusive = between about 1.1 nM and that limit
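Pin-transferred compounds and Texas Red standards go into 100 mM Tris buffer, pH 8.0. After 15 min at room temperature, plates are imaged with 547/618 nm filters. Each value is a dye-equivalent concentration derived from the per-plate dye curve.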
ERK AVP inh: inhibitors of vasopressin-stimulated ERK signaling pathway. HEK293-V1b, vasopressin-stimulated pERK AlphaScreen. Potency, µM (top dose mostly 57.5 µM), for the others: at the highest dose activity, negative = inhibition, hits mostly inhibitors. AID 995. 0.99% of 72,000 active; also: potency is read from the fitted curve at half-maximal effect; % is scaled to controls: 0 for no effect and ±100 for the full control effect; nearly all actives have a fitted effect of over 55% in size
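Overnight-seeded V1b-HEK293 cells in 1% FBS got compound, then vasopressin (25 nM final, 5 min, 37C), then lysis buffer. AlphaScreen detection of phospho-ERK; activity normalized to basal and full-stimulation controls.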
Rhodamine fluor: compound autofluorescence in rhodamine spectral region. max dye-equivalent concentration, M. Rhodamine-region fluorescence, 547/598 nm, Tris buffer; active compounds read high. 0.05% of 59,000 active; in the data active = max dye-equivalent concentration above about 11 nM; inconclusive = between about 1.1 nM and that limit
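Intrinsic compound fluorescence, ex 547 / em 598 nm, CCD imager. Tris 100 mM pH 8.0; 15 min RT. Output = rhodamine dye-equivalent concentration at each compound concentration.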
4MU fluor: 4-MU region autofluorescence; AID 589; 11% of 59,000 active; max dye-equivalent concentration, M; compound autofluorescence, 340/450 nm, 4-MU equivalents; active compounds read high; in the data active = max dye-equivalent concentration above about 10 nM; inconclusive = mostly about 1.1 nM to 9.6 nM
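Compounds in 100 mM Tris, pH 8.0, sat 15 min at room temperature before fluorescence was read at 340 nm excitation/450 nm emission; a per-plate six-point 4-MU standard curve converted signals to dye-equivalent concentration at each compound concentration.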
Tau filament bind: binders of human tau filaments | recombinant tau filaments, thioflavin S fluorescence, 15 h; filaments grown with octadecylsulfate alongside compound | Potency, µM (series often up to 57.1 µM), inactives show top-dose activity change, negative = inhibition | 2% of 71,000 active | P10636;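 also: potency is read from the fitted curve at half-maximal effect; % is scaled to controls: 0 for no effect and ±100 for the full control effect; actives lower thioflavin S fluorescence by blocking filaments or displacing dye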
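Quantitative HTS: thioflavine S signal from ODS-induced tau filaments, excited at 450 nm, emission 510 nm. Conditions: 1 uM tau, 30 uM ODS, 15 h at 37 C, pH 7.4.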
A350 fluor: compounds fluorescent in Alexa 350 spectral region; Compound autofluorescence, 340/450 nm, Alexa 350 dye-equivalents; active compounds read high; max dye-equivalent concentration, M; 11% of 59,000 active; AID 590; in the data active = max dye-equivalent concentration above about 10 nM; inconclusive = mostly about 1.1 nM to 9.6 nM
HEK293 cAMP ctrl: parental HEK293 cAMP activation (counter-screen) | parental HEK293 CNG cAMP sensor, membrane potential fluorescence | Potency, µM (doses to about 57.1 µM), without a hit: at the highest dose activation, actives largely listed as activators | 2.5% of 73,000 active | AID 938; also: potency is read from the fitted curve at half-maximal effect; % of control where 0% means no effect; nearly all actives have a fitted effect of over 55% in size
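Parental HEK 293 cells stably expressing a modified CNG channel (no TSHR) report cAMP rise as membrane depolarization. Membrane potential dye with 100 uM RO 20-1724 was loaded for 60 min at room temperature, then compound added for 30 min; fluorescence read at 590 nm.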
Casp1 inh: caspase-1 (human) inhibition, allosteric or competitive. P29466. Caspase-1 enzyme, Ac-WEHD-AFC fluorogenic rate. Potency, µM (series often up to 57.5 µM), inactives show at the top dose activity change, negative = inhibition, actives largely listed as inhibitors. 0.03% of 75,000 active;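 also: potency is read from the fitted curve at half-maximal effect; plate controls were vehicle for no effect and no substrate for full effect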
* marks the source's active call; other numbers are inactive results; i = inactive; ? = inconclusive; . = not tested or not shown; & = joins results of further samples; [ ] = dose if it differs, or a comment. Unless noted, calls follow the shape of the dose curve; as a rule, active = well fitted curve in the direction sought with a large enough effect; inconclusive = small, poorly fitted or top-dose-only effect, or another doubt; inactive = no such curve, though single readings can be large; an effect the other way counts as inactive or inconclusive.

SMILES,Rhodamine fluor,Tau filament bind,HEK293 cAMP ctrl,Fluorescein fluor,4MU fluor,ERK AVP inh,Casp7 inh,A350 fluor,Casp1 inh,Luciferase inh,Texas Red fluor
O=S(=O)(c1ccc(OCC(O)CN2CCC(Cc3ccccc3)CC2)cc1)N1CCOCC1 (stereo not given),i,86%,-20%,i,?,-9%,-1%,?,-6%,4%,?
COc1ccc(Cl)cc1N1CC(c2nc3ccccc3[nH]2)CC1=O (stereo not given),.,-6%,0%,.,.,.,0%,.,-3%,1%,.
O=C(Nn1cnnc1)c1ccc(F)c(S(=O)(=O)N2CCCCC2)c1,i,-4%,4%,i,i,-7%,-2%,i,1%,1%,i
Cc1cc(NC(=O)CSc2nc3c(c(=O)n2Cc2ccccc2)SC(C)C3)no1 (stereo not given),.,-3%,?,.,.,.,-3%,.,-2%,-18%,.
Cc1ccc(S(=O)(=O)c2nc(C)oc2NCc2ccccc2)cc1,i,-6%,10%,i,i,-20%,-2%,i,-1%,2%,?
COC(=O)NC/C=C\c1nc(CCCO)co1,.,.,1%[11.4 µM],.,.,15%[11.5 µM],0%[11.5 µM],.,0%[11.5 µM],-1%[11.4 µM],.
C=CCn1c(SCC(=O)c2cccs2)nnc1-c1cccc(OC)c1,i,5%,11%,i,i,2%,1%,i,2%,-3%,i
O=C(COc1ccccc1Br)NCc1ccco1,.,4%,20%,.,.,-5%,-5%,.,-3%,-2%,.
O=C(Nc1cnccn1)c1csc2ccccc12,i,-8%,4%,i,i,-17%,2%,i,-2%,-11%,?
O=C(OCC(=O)c1ccc[nH]1)c1ccc(S(=O)(=O)N2CCCCC2)cc1,i,80%,19%,?,i,-7%,0%,i,0%,2%,i
CCOC(=O)C1CCN(C(=O)CSc2nnc(-c3ccco3)n2-c2ccccc2)CC1,i,0%,9%,i,i,1%,0%,i,-3%,-1%,i
Cc1ccccc1-c1nn2c(-c3ccccc3)nnc2s1,i,.,.,?,i,.,.,i,.,-2%[25.5 µM],i
CCCC(=O)C1=C(SCC)CC(C)(C)C(C(=O)OC)C1=O (stereo not given),.,-6%,?,.,.,-3%,0%,.,-6%,2%,.
Cc1cccc(-n2c(SCC(=O)Nc3ccc4c(c3)OCO4)nnc2-c2ccoc2C)c1,i,54%,?,i,i,16%,-1%,i,3%,0%,?
Cc1ccc(S(=O)(=O)N2CCC(C(=O)N[C@@H](Cc3ccccc3)C(=O)O)CC2)cc1,i,3%,5%,i,i,2%,0%,i,0%,2%,i
O=C(N1CCN(Cc2ccc3c(c2)OCO3)CC1)C12CC3CC(CC(C3)C1)C2,i,-6%,17%,?,i,8%,-2%,i,2%,1%,i
O=C(CCN1CCN(c2ccccc2)CC1)Nc1ccccc1F,i,7%,?,?,i,-12%,-1%,i,1%,2%,?
CC(=O)c1cccc(NC(=O)c2ccc(S(=O)(=O)N3CCCCC3)cc2)c1,i,18%,?,i,i,-20%,0%,i,-1%,0%,i
CC(C)(C)c1cn(-c2ccccc2)c(=S)[nH]1,i,3%,1%,i,i,-6%,-1%,i,0%,0%,i
O=C(NCCN1CCN(c2cccc(Cl)c2)CC1)C1CCCN(S(=O)(=O)c2cnc[nH]2)C1 (stereo not given),.,9%,1%,.,.,0%,-1%,.,-2%,2%,.

SMILES,Rhodamine fluor,Tau filament bind,HEK293 cAMP ctrl,Fluorescein fluor,4MU fluor,ERK AVP inh,Casp7 inh,A350 fluor,Casp1 inh,Luciferase inh,Texas Red fluor
Brc1ccc(C2=Nn3c(nnc3-c3n[nH]c4c3CCC4)SC2)cc1,i,-16%,13µM*,i,i,-7%,0%,i,0%,1%,i
Cc1cccn2cc(CNC(=O)C3CCCCC3)nc12,i,113%,16%,i,i,7%,1%,i,3%,-2%,i
CCCC(=O)Nc1cc(Cl)ccc1N1CCN(C(=O)CC)CC1,i,-7%,?,i,i,48%[activator],-1%,i,2%,1%,i
CC(Oc1ccc2oc(-c3ccccc3)c(C(=O)O)c2c1)C(=O)O (stereo not given),.,14%,2%,.,.,-3%,0%,.,-4%,1%,.
COCCn1c(-c2ccccc2)nc(=S)c2c1CC(C)(C)OC2,i,31%,22%,i,i,-24%,-1%,i,1%,-2%,i
CCOc1ccc(OCC(=O)c2c(O)c3ccccc3oc2=O)cc1,i,3%,7%,?,i,50%,5%,i,-7%,-1%,i
CC(C)N1C(=O)CCC1C(=O)N1CCCc2ccccc21 (stereo not given),i,-8%,1%,i,i,4%,-1%,?,0%,2%,i
O=C(COC(=O)c1ccccn1)c1ccc(Br)cc1,.,0%[11.4 µM],3%[11.4 µM],.,.,-16%,0%,.,-1%,10µM*,.
COc1ccc(-c2noc(-c3cc(C)cc(C)c3)n2)cc1OC,.,252%,2%,.,.,-6%,-1%,.,-4%,-1%,.
CC1CN(S(=O)(=O)c2ccc(-c3nc4ccccc4s3)cc2)CC(C)O1 (stereo not given),i,-6%,5%,i,i,-22%,-1%,i,-1%,3%,i
Cc1ccc(S(=O)(=O)N[C@H]2COC(=O)[C@@H](Cc3ccccc3)NC(=O)[C@@H](C)COC(=O)C/C=C\[C@@H]2C)cc1,.,.,-2%&0%[11.4 µM],.,.,17%&-3%[11.5 µM],-1%&0%[11.5 µM],.,-6%&0%[11.5 µM],1%&0%[11.4 µM],.
COc1ccc(NC(=O)NCc2cccn2C)c(OC)c1,i,-14%,0%,i,i,26%,2%,i,-2%,-2%,i
O=C(Nn1c(-c2ccccc2)nc2ccccc2c1=O)C1CCC1,i,-12%,10%,i,i,-18%,0%,i,1%,0%,i
COc1ccc(CCNC(=O)C2CC(=O)N(c3ccc(F)cc3)C2)cc1OC (stereo not given),.,-7%[11.4 µM],?,.,.,-19%,-2%,.,0%,1%,.
C=CCOc1ccccc1CN1CCSCC1,.,2%[11.4 µM],20%[11.4 µM],.,.,-21%,1%,.,1%,0%,.
CCc1ccccc1NC(=O)CSc1nnc([C@@H](NC(=O)OC(C)(C)C)C(C)CC)o1 (stereo not given in full),i,-4%,21%,i,i,18%,-1%,i,1%,1%,i
COc1ccc(-c2cc(C(=O)N(C)Cc3ccccc3)no2)cc1OC,i,20%,4%,i,i,6%,-1%,i,2%,-1%,i
COc1ccc(CNC(=O)c2cccc(N(C)C)c2)cc1,i,5%,?,i,1e-08M*,-18%,-1%,1.2e-08M*,-1%,-1%,i
CCCCN1CCC(n2c(=O)[nH]c3ccccc32)CC1,i,-6%,18%,?,i,-4%,0%,i,3%,2%,i
O=c1nc2n(c3ncccc13)CCC2,i,-5%,-6%,?,i,-3%,6%,i,1%,7%,i

SMILES,Rhodamine fluor,Tau filament bind,HEK293 cAMP ctrl,Fluorescein fluor,4MU fluor,ERK AVP inh,Casp7 inh,A350 fluor,Casp1 inh,Luciferase inh,Texas Red fluor
ON(CCc1ccncc1)Cc1ccccc1,i,6%[11.4 µM],1%[11.4 µM],i,i,26%[11.5 µM],0%[11.5 µM],i,2%[11.5 µM],2%[11.4 µM],i
Cc1cc(C(=O)Nc2sc3c(c2C#N)CCC(C)C3)cs1 (stereo not given),i,52%,6%,?,2.8e-08M*,-3%,-1%,2.3e-08M*,-1%,-13%,i
Nc1nnc(-c2ccco2)s1,.,-6%,8%,.,.,-10%,-1%,.,-3%,1%,.
N#CNC1=NCN(CCc2ccccc2)CN1,i,2%,6%,?,i,-11%,0%,i,0%,3%,i
CCOc1cccc(N)c1,.,18%,29%,.,.,17%,-1%,.,-3%,.,.
COc1ccc(N2CCN(CCNC(=O)C3CC(=O)N(C4CCCC4)C3)CC2)cc1 (stereo not given),i,-7%,-2%,i,i,19%,0%,i,2%,-1%,?
O=S(=O)(NCc1ccc(Cl)cc1)c1cnc[nH]1,i,-2%,6%,i,i,19%,0%,i,-2%,-1%,i
N#C/C(C(=O)N1CCOCC1)=c1\s/c(=C/c2ccncc2)c(=O)n1-c1ccccc1,i,-4%,9%,i,i,-1%,-4%,i,-5%,-3%,?
COCCNC(=O)c1cc2c(=O)n3cccc(C)c3nc2n1C,.,3%,1%,.,.,.,-18%,.,-13%,-1%,.
Cn1c(=O)c(-c2cc(F)cc(F)c2)nc2cnc(N3CCOCC3)nc21,i,13%,7%,i,?,18%,-22%,?,-15%,-1%[11.4 µM],i

Only part of the results is shown; count on the stated rates, not on these rows.
